NPY Y2 blocker = NPY-Y2 (human) receptor antagonism | P49146 | hit rate 0.99% among 140,000 | NPY-Y2 expressing cells, antagonist mode | inhibition, % at 2.7 µM; in the data active = inhibition above about 17%;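 also: 0% = vehicle with agonist challenge and 100% = reference antagonist with challenge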
Target sequence (P49146 whole entry, looked up): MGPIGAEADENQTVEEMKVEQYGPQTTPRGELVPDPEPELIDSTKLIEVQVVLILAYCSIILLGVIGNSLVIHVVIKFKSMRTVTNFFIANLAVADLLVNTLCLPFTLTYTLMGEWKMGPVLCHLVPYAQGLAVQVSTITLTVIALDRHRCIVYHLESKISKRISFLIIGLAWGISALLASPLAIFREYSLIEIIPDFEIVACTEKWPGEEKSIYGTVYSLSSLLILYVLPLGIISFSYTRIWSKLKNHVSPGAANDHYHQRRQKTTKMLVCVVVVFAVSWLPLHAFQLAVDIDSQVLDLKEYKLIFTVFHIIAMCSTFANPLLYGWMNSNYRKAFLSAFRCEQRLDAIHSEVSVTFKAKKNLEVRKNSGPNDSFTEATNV
Yeast life ext = extends the lifespan of yeast. AID 775. hit rate 0.68% among 130,000. S. cerevisiae growth with nicotinamide, OD615; deaD strain in restrictive glucose medium. inhibition of the nicotinamide effect, % at 10 µM;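 active = inhibition above a set limit, placed 3 SD over the median of all compounds, cut at about 26% in these data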;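 also: 0% = nicotinamide-treated wells and 100% = cells grown without nicotinamide; some compounds called inactive have numbers as strong as hits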
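System: DeaD-strain S. cerevisiae / Buffer or medium: CSMM-D, restrictive glucose (dextrose) synthetic minimal medium / Probe or stimulus: nicotinamide, 1.5 mM, co-present with compound / Compound: one concentration, 10 µM, DMSO 0.25% / Incubation: 48 h compound exposure at 30 °C, humidified / Technique: optical density (absorbance) at 615 nm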
Yeast growth inh = reduces growth of yeast BB579 in restrictive medium; S. cerevisiae BB579 growth, OD615, 48 h; inhibition, % at 10 µM; hit rate 0.51% among 140,000;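 active = inhibition above a set limit, 3 SD over the mean compound inhibition, cut at about 44% in these data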; also: inactives centre near -24
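test system = yeast BB579 (DeaD) | buffer or medium = restrictive CSMM-D medium | doses = single compound dose of 10 µM, 0.25% DMSO final | times = 4 h preincubation and 48 h exposure at 30 °C | technique = culture absorbance at 615 nm | benchmarks = amphotericin B 10 µg/mL, positive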
HCT116 PTEN-null = growth suppressors of cells with PTEN tumor suppressor deletion; HCT116 PTEN-null viability, CellTiter-Glo, 60 h; stronger effect = lower value; viability, % at 10 µM; hit rate 1.2% among 140,000;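 active = viability at or below a set limit, 4 SD under the median of all tested compounds, cut at about 3.7% in these data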;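 also: PTEN knockout HCT116 line with beta catenin targeted HCT116 as companion control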
Phagocyt inh = macrophage phagocytosis inhibition; J774A.1 macrophage IgG-bead phagocytosis, imaging; inhibition, % at 5 µM; hit rate 0.07% among 110,000; AID 1029;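 active = inhibition above the mean of the plate negative controls plus 5 SD, cut at about 13% in these data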;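 also: phagocytic index as fraction of beads internalized from green versus red external bead signal; plate controls were DMSO negative control for no effect and cytochalasin-D positive control for full effect; some results beyond the cut were filed as inactive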
GALR2 antag = GALR2 (human) receptor antagonism. hit rate 0.39% among 140,000. AID 828. inhibition, % at 4 µM. GALR2-expressing cells, antagonist mode; in the data active = inhibition above about 27%;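 also: cells stimulated with galanin 1-16 at roughly its EC80; 0% = agonist challenge control and 100% = basal control without agonist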
Target sequence (O43603 whole entry, looked up): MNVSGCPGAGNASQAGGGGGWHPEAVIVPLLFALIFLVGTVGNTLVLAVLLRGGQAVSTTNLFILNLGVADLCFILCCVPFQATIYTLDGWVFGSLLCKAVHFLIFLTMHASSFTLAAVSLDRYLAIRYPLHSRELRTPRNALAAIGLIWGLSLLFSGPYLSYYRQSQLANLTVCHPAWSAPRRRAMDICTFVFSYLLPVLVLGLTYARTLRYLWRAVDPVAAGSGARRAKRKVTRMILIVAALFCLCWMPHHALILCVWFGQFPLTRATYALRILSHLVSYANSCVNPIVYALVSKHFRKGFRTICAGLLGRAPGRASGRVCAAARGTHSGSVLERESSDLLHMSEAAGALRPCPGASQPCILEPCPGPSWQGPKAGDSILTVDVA
MRP-1 activ = activates MRP-1; H69AR cells + doxorubicin, viability rescue, CellTiter-Glo; viability increase, % at 10 µM; hit rate 0.61% among 140,000; AID 799;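 active = viability gain under doxorubicin at or above a set limit, the compound median plus 3 SD, cut at about 4.7% in these data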;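 also: MRP-1 overexpressing cells given doxorubicin 25 µM after compound pretreatment; 18-22 h compound pretreatment then 72 h with doxorubicin before readout; 0% = doxorubicin-only wells and 100% = vehicle-treated cells without doxorubicin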
E-sel TNF inh = blocks E-selectin expression induced by TNF alpha. inhibition, % at 2 µM. hit rate 0.71% among 120,000. AID 1246. HUVEC TNFa-induced E-selectin immunofluorescence, high content;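 active = inhibition above the batch mean plus 3 SD, and confirmed as a hit on visual image review, cut at about 43% in these data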;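 also: 0% = TNF-stimulated DMSO wells and 100% = unstimulated control wells; not every result past the cut was called active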
HCT116 bCat-KO = beta-catenin-lacking colon tumor cell growth suppression; hit rate 1.5% among 140,000; viability, % at 10 µM; HCT116 beta-catenin knockout viability, CellTiter-Glo, 60 h; stronger effect = lower value;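 active = viability at or under a set limit, the compound median less 4 SD, cut at about 6% in these data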;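 also: 0% = Hyamine 1622 control at 20 µM and 100% = untreated cell control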
Measles CPE = protection of cells from measles virus. Measles virus-infected cells, CPE protection, absorbance. protection (pct of control), % at 4 µM. hit rate 1.5% among 140,000. AID 841; in the data active = protection mostly above about 24%, no sharp cut-off; inactive = mostly below about 26%; also: some compounds called inactive have numbers as strong as hits
* = called active by the depositor; / = no result given. Rows were taken by chance; 6.3% or so of the library scored in one or more.

SMILES | NPY Y2 blocker | Yeast life ext | Yeast growth inh | HCT116 PTEN-null | Phagocyt inh | GALR2 antag | MRP-1 activ | E-sel TNF inh | HCT116 bCat-KO | Measles CPE
CC1(C)CC(=O)c2cc3c(N)c(C(=O)NCc4ccccc4)sc3nc2C1 | 1 | -8 | -52 | 87 | / | 2 | -0.1 | 32 | 94 | 11
COc1ccc(NC(=O)CSc2nnc(-c3cccs3)n2-c2ccccc2)cc1 | 2 | -6 | -26 | 51 | 0 | 4 | -0.1 | / | 52 | 4
O=C(COc1cccc(F)c1)N[C@@H](Cc1ccccc1)c1nc2ccccc2[nH]1 | 2 | -1 | -19 | 66 | -8 | -3 | -1.1 | 3 | 73 | 1
CCC(CC)C(=O)N1CCN(Cc2ccc3c(c2)OCO3)CC1 | 3 | -8 | -18 | 98 | / | -11 | -0.2 | 9 | 101 | 8
Nc1nnc(N2CCCCC2)s1 | 0 | -15 | -9 | 90 | / | 0 | -2.5 | 3 | 99 | 22
CCOc1ccccc1NC(=O)NC1(C(=O)N2CCOCC2)CCCCC1 | 1 | -7 | -26 | 107 | 0 | -12 | -0.2 | / | 90 | 10
CCCCc1nc(NCCNC(=O)c2ccccc2)c(C#N)c2c1CSC(C)(C)C2 | 8 | -1 | -71 | 82 | -2 | -11 | -0.9 | 9 | 88 | 19
CC(=O)Nc1ccc(C(=O)NNC(=O)c2cccs2)cc1 | -1 | -5 | -8 | 99 | -9 | 8 | -1.8 | / | 99 | 6
CC(C)c1nc2ccc(NC(=O)C34CC5CC(CC(C5)C3)C4)cc2[nH]1 | 5 | -2 | 3 | 69 | -1 | -4 | 0.8 | 11 | 56 | 2
Cc1nn(Cc2ccccc2)c(C)c1N | 1 | 0 | 22 | 102 | -2 | 3 | -0.6 | / | 89 | 9
Cc1ccc(SCC(=O)NC(C)(C)C)cc1 | 3 | 6 | -6 | 97 | 0 | 3 | -1.7 | -5 | 95 | 12
C(=N\N1CCN(C2c3ccccc3-c3ccccc32)CC1)/c1cccs1 | 1 | -6 | -13 | 91 | / | 3 | 0.7 | -32 | 92 | 5
O=C(N/N=C/c1cccc([N+](=O)[O-])c1)C1CC(=O)N(c2ccc(Br)cc2)C1 (stereo not given) | 0 | 4 | -22 | 75 | 9 | 1 | -0.1 | / | 73 | 8
COCCOC(=O)C1=C(C)NC(=O)NC1c1c(Cl)nc2c(C)cccn2c1=O (stereo not given) | 0 | -3 | 10 | 99 | 6 | 2 | 0.0 | / | 96 | 16
CCOc1ccc(C(=O)NC(=S)Nc2ccc(N3CCC(C)CC3)cc2)cc1[N+](=O)[O-] | 7 | / | -5 | 67 | / | -7 | -2.2 | / | 75 | 5
CCOC(=O)/C=C/S(=O)(=O)c1ccc(NC(C)=O)cc1 | 1 | -4 | -28 | 76 | -1 | 4 | -5.4 | 76* | 81 | 0
COc1cccc(-c2nnc3sc(-c4cccs4)nn23)c1 | 1 | -21 | -14 | 84 | 1 | 3 | -1.4 | -28 | 104 | 12
O=C(Nc1sc2c(c1C(=O)O)CCC2)c1ccco1 | 3 | 9 | -52 | 104 | -1 | -9 | 0.2 | 25 | 103 | 13
O=C1CC(c2ccc(F)cc2)CC(O)=C1C=NCCN1CCN(C(=O)Nc2ccccc2)CC1 (stereo not given) | 1 | 90* | -36 | 91 | 0 | -4 | 2.4 | / | 96 | 4
Cc1nn(Cc2c(Cl)cccc2Cl)c(C)c1C(=O)NCc1ccc(C)n1C | -1 | -8 | -53 | 90 | 0 | -9 | -1.1 | 15 | 86 | 9

Another view of part of the listing above:
smiles,NPY Y2 blocker,Yeast life ext,Yeast growth inh,HCT116 PTEN-null,Phagocyt inh,GALR2 antag,MRP-1 activ,E-sel TNF inh,HCT116 bCat-KO,Measles CPE
CC1(C)CC(=O)c2cc3c(N)c(C(=O)NCc4ccccc4)sc3nc2C1,1,-8,-52,87,/,2,-0.1,32,94,11
COc1ccc(NC(=O)CSc2nnc(-c3cccs3)n2-c2ccccc2)cc1,2,-6,-26,51,0,4,-0.1,/,52,4

(listing goes on)
SMILES | NPY Y2 blocker | Yeast life ext | Yeast growth inh | HCT116 PTEN-null | Phagocyt inh | GALR2 antag | MRP-1 activ | E-sel TNF inh | HCT116 bCat-KO | Measles CPE
CCOc1nnc(C)c2c(C)n(-c3ccc(Cl)cc3)nc12 | 0 | -6 | -9 | 83 | / | -2 | -2.7 | 11 | 76 | 12
S=c1[nH]nc(-c2ccncc2)n1CC1CCCO1 (stereo not given) | 2 | -4 | -15 | 99 | / | -17 | -1.4 | 18 | 105 | 3
CCNC(=O)N1CCNC(=O)C1CC(=O)Nc1ccc(C(=O)OCC)cc1 (stereo not given) | 4 | -4 | -49 | 104 | -1 | -10 | 0.0 | -16 | 94 | 5
COc1ccccc1N1CCN(Cc2ccco2)CC1 | 6 | -13 | -20 | 78 | 0 | 7 | -2.5 | 2 | 80 | 6
Cc1ccc(N2CC(C(=O)N/N=C/c3sccc3C)CC2=O)cc1 (stereo not given) | 2 | -1 | -38 | 74 | 0 | -6 | -1.7 | / | 77 | 4
CC(C)(C)c1ccc(OC(=O)CN2C(=O)C3C4CCC(C4)C3C2=O)cc1 (stereo not given) | 0 | 4 | -26 | 88 | -6 | 2 | -0.1 | / | 79 | 19
Cc1[nH]c2ccccc2c1CCC(N)=O | 5 | -9 | -35 | 115 | 0 | -1 | 0.6 | / | 103 | 31
CCCCOc1ccc(CSc2nncn2N)cc1 | 1 | -7 | -22 | 95 | 0 | 0 | -1.3 | / | 90 | 9
COc1ccc(N2C(=O)C3CC(C)=C(C)CC3C2=O)c(OC)c1 (stereo not given) | 2 | 6 | 20 | 88 | -1 | -8 | 0.0 | -6 | 89 | 0
Cc1ccc2c(c1)nc(NCCO)n2C | 2 | -1 | -12 | 96 | -1 | -10 | -1.9 | / | 87 | 31
CN1C(=O)CS(=O)c2ccc(C(=O)NCCC3=CCCCC3)cc21 (stereo not given) | 1 | -6 | 26 | 91 | 0 | 9 | 0.7 | -20 | 98 | 11
CCn1cnc2c1c(=O)n(CC(=O)Nc1cc(C)on1)c(=O)n2Cc1ccccc1 | 4 | -26 | -40 | 96 | -1 | -7 | -2.4 | -22 | 98 | 28
O=C(c1ccccc1[N+](=O)[O-])N1CCc2ccccc2C1 | -1 | 3 | -7 | 97 | 0 | 1 | -2.5 | / | 105 | 13
Cc1cccc(N2CCN(C(=O)CCc3nc4ccccc4[nH]3)CC2C)c1 (stereo not given) | 2 | 2 | 15 | 86 | 0 | 2 | 0.3 | 11 | 89 | 19
Cc1cc(Br)ccc1NC(=O)CCSc1ccccc1 | 7 | -9 | -32 | 90 | 0 | -8 | -0.7 | 15 | 69 | 13
Cc1cc(=O)oc(C)c1C(=O)OCC(=O)c1ccc(Cl)cc1 | 3 | -7 | -29 | 89 | 1 | 8 | -0.1 | -9 | 92 | 4
Cc1cccc(NC(=O)c2ccc(-n3ccnc3)nc2)c1 | 2 | -9 | -54 | 102 | 0 | 7 | 1.1 | -17 | 103 | 13
CCSc1ncc(/C=N/Nc2ccc([N+](=O)[O-])cc2)n1C | 3 | -1 | -10 | 66 | -3 | -6 | -5.0 | -11 | 78 | 7
CCN1CCN(c2ncnc3c2nnn3Cc2ccccc2)CC1 | 1 | -1 | -20 | 95 | 0 | 3 | -0.4 | -38 | 100 | 14
Cc1ccc(S(=O)(=O)N(C)C)cc1NS(=O)(=O)c1ccc(Cl)s1 | 1 | -1 | -15 | 109 | -3 | 9 | -1.3 | -27 | 94 | 5
O=C(/C(C=Nc1ccc(F)cc1)=C(/O)c1ccco1)C(F)(F)F | 1 | -5 | -6 | 98 | -9 | 4 | 0.4 | / | 95 | 12
CN(c1ccc(OCC(=O)Nc2nc(-c3ccccc3)cs2)cc1)S(=O)(=O)c1ccc(F)cc1 | 15 | -1 | -34 | 58 | -5 | 3 | -0.9 | 2 | 59 | 25
Clc1ccccc1-c1nn2c(COc3ccccc3)nnc2s1 | 6 | -5 | -54 | 73 | -2 | -8 | -1.1 | -13 | 78 | 3
COc1cc(OC)c(OC)cc1CN1CCN(S(=O)(=O)c2ccc(F)cc2)CC1 | 1 | -4 | 19 | 86 | 0 | 11 | -2.2 | 9 | 76 | 12
O=C(NC1CCCCC1)C(c1ccc2ncccc2c1)N(Cc1ccccc1)C(=O)c1ccc2c(c1)OCCO2 (stereo not given) | 2 | -7 | -29 | 40 | -1 | -7 | -4.7 | -17 | 57 | 3
COc1ccc(OC)c(NC2=NC3(CCCCC3)N=C(N)N2)c1 | 5 | -10 | -23 | 83 | -1 | 4 | 0.2 | -17 | 102 | 2
N#Cc1c(-c2ccc(Cl)cc2)nc2n(c1=O)CCCS2 | -3 | -31 | 11 | 68 | / | -8 | 0.1 | -8 | 72 | 19
O=C(CSc1nc2ccccc2c(=O)n1-c1ccccc1)NCc1ccc2c(c1)OCO2 | -1 | -13 | -22 | 89 | / | -7 | -1.6 | -21 | 98 | 8
O=C(NC(=S)Nc1ccccn1)c1ccco1 | 3 | -8 | 1 | 94 | 0 | -3 | -1.3 | / | 92 | 14
COc1ccc(C(=S)N2CCN(C)CC2)cc1 | 2 | 5 | -34 | 88 | -1 | -3 | -0.9 | 11 | 89 | 29
COC(=O)c1ccc(NC(=O)CN(Cc2ccc(Cl)cc2)S(C)(=O)=O)cc1 | -2 | -3 | -49 | 98 | 1 | 4 | -3.3 | 2 | 99 | 10
CCOC(=O)c1c(NC(=O)COc2cccc3c2CCN(Cc2ccc(F)cc2)C3=O)sc2c1CCC2 | 1 | 1 | -28 | 60 | -8 | 1 | -0.9 | -16 | 63 | 9
Cc1ccc(-c2onc3ccc(Cl)cc23)cc1 | 8 | -6 | -36 | 94 | -5 | 6 | -0.3 | -12 | 97 | 3
COC(=O)CC[C@@H](C(=O)O)N1C(=O)c2ccccc2C1=O | 0 | 2 | -24 | 103 | 0 | 7 | 0.4 | / | 90 | -1
CC(=O)Nc1ccc(NC(=O)COC(=O)Cc2cccs2)cc1 | 3 | -4 | -10 | 97 | 0 | -13 | -1.5 | 3 | 99 | 14
Cc1nnc(N(C(=O)c2cnccn2)c2ccccc2)s1 | -2 | -9 | -17 | 103 | 0 | 4 | 0.3 | 34 | 93 | 1
Cc1noc(C(=O)Nc2c(C)n(C)n(-c3ccccc3)c2=O)c1Cl | 9 | 1 | -31 | 90 | / | 13 | -1.2 | -13 | 95 | 35
CCN(CC)CCCN=Cc1c(O)n(Cc2ccccc2)c(=O)c2ccccc12 | 4 | -14 | 16 | 75 | 0 | 4 | -4.7 | 1 | 74 | 10
O=S1(=O)c2cccc3cccc(c23)N1Cc1nnc(-c2ccccc2Br)o1 | 9 | 1 | -24 | 69 | -2 | 9 | -2.3 | -10 | 67 | 15
O=C(NCc1ccccn1)c1ccc2ccccc2n1 | 1 | -12 | 14 | 96 | 0 | 10 | 2.3 | -12 | 105 | 5
COc1ccc(C(=O)NCc2nnc(SCC(=O)Nc3cc(C)cc(C)c3)o2)cc1OC | 0 | -14 | -32 | 96 | / | -9 | -1.6 | -29 | 91 | 16
CCCCCC/C(=N\NS(C)(=O)=O)c1ccccc1 | 5 | -5 | -58 | 87 | -1 | -5 | -2.1 | 3 | 96 | 10
